BLM inh – Bloom syndrome helicase (human) inhibition. 0.2% of 350,000 active. P54132. recombinant BLM DNA unwinding, fluorescence dequenching. AID 2528. Potency, µM (highest dose often 56.1 µM), inactives show top-dose activity change, negative = inhibition, hits mostly inhibitors;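 also: plate controls were vehicle for no effect and no enzyme for full effect; nearly all actives have a fitted effect of over 35% in size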
POLI inh – blocks human DNA polymerase iota activity; Pol iota fluorescent replication assay, 10 min; Potency, µM (doses to about 115 µM), without a hit: at the highest dose activity, negative = inhibition, usual class: inhibitors; 1% of 390,000 active; AID 588590
Target sequence (Q9UNA4 whole entry, looked up): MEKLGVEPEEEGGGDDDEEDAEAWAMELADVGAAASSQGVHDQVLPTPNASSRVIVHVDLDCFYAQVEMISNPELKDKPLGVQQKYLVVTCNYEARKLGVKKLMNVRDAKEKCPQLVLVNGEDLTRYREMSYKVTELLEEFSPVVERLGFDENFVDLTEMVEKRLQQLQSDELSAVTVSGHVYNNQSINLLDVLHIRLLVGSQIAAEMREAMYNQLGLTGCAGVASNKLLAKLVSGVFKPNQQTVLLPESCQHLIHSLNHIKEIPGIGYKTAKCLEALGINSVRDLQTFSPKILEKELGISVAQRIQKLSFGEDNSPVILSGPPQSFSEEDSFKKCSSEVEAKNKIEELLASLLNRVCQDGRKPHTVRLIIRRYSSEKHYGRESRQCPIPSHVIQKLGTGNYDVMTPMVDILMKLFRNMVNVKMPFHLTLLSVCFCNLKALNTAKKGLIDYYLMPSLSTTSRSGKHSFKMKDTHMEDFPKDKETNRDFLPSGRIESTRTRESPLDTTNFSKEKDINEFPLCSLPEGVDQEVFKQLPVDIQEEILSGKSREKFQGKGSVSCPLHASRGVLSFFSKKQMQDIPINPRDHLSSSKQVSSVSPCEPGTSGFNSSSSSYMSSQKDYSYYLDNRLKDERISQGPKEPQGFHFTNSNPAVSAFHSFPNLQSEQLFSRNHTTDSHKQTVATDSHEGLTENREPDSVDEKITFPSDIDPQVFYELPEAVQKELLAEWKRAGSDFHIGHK
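Fluorescent replication assay read twice, at 0 min and 10 min after adding 50 nM (final) substrate. Enzyme (10 nM) and compounds were first incubated 15 min at room temperature; enzyme-free buffer wells were negative controls.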
POLH inh – DNA polymerase eta (human) inhibition; Q9Y253; recombinant Pol eta, fluorescent DNA replication assay; Potency, µM (doses to about 114 µM), inactives show top-dose activity change, negative = inhibition, actives largely listed as inhibitors; 1.2% of 390,000 active; also: % is scaled to controls: 0 for no effect and ±100 for the full control effect
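Pol eta at 10 nM preincubated with compounds 15 min at room temperature; reaction started with fluorescent substrate (50 nM final) and read kinetically at 0 and 10 min.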
APEX1 inh – blocks human APE1 abasic DNA cleavage; P27695; 0.35% of 350,000 active; Potency, µM (top dose mostly 65.8 µM), inactives show at the highest dose activity change, negative = inhibition, usual class: inhibitors; recombinant APE1, TAMRA/BHQ-2 abasic DNA cleavage fluorescence;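 also: plate controls were vehicle for no effect and reference inhibitor for full effect; nearly all actives have a fitted effect of over 55% in size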
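Incision of a quenched TAMRA/BHQ-2 THF abasic-site duplex (50 nM) by 0.75 nM APE1, after 15 min compound preincubation, measured as fluorescence increase over three 60 s reads. Values normalized to buffer, DMSO and NSC13755 control wells.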
POLK inh – inhibitors of human DNA polymerase kappa. Q9UBT6. 0.53% of 400,000 active. AID 588579. purified Pol kappa, fluorescent DNA synthesis assay, 10 min. Potency, µM (highest dose often 107 µM), for the others: at the top dose activity, negative = inhibition, usual class: inhibitors; also: % is scaled to controls: 0 for no effect and ±100 for the full control effect
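10 nM Pol kappa was preincubated with compounds for 15 min at room temperature. Reaction started with 50 nM (final) substrate. Fluorescence read kinetically at 0 and 10 min.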
G9a block – G9a (human) methyltransferase inhibition; Q96KQ7; G9a H3K9 monomethylation, AlphaScreen, 2 h; Potency, µM (titrated, usually from 102 µM), for the others: at the top dose activity, negative = inhibition, actives largely listed as inhibitors; 8.8% of 350,000 active; AID 504332; also: % is scaled to controls: 0 for no effect and ±100 for the full control effect; nearly all actives have a fitted effect of over 75% in size
Target sequence (Q96KQ7 913-1193 limits assumed): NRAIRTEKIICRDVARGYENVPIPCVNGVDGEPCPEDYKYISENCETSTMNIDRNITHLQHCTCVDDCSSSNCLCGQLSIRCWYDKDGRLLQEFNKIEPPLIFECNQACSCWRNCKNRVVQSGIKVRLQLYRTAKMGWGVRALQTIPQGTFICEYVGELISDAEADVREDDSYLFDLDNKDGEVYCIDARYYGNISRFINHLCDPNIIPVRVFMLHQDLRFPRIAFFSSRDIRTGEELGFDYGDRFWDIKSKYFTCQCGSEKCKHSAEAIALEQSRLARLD
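G9a (20 nM) preincubated 15 min RT with compounds, then 500 nM biotinylated H3K9 peptide and 20 uM SAM added; 2 h RT reaction. Monomethyl-H3K9 product detected by AlphaScreen with anti-H3K9me1 antibody, streptavidin donor and anti-rabbit IgG acceptor beads.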
JMJD2A Tudor inh – inhibitors of human JMJD2A Tudor domain | O75164 | 4.4% of 390,000 active | AlphaScreen JMJD2A-Tudor / H3K4me3 peptide binding | AID 504339 | Potency, µM (titrated, usually from 114 µM), for the others: at the top dose activity change, negative = inhibition, most hits filed as inhibitors; also: % is scaled to controls: 0 for no effect and ±100 for the full control effect; nearly all actives have a fitted effect of over 50% in size
BAZ2B inh – inhibitors of human BAZ2B bromodomain. Q9UIF8. AlphaScreen BAZ2B-H3K14Ac peptide displacement. Potency, µM (series often up to 114 µM), for inactives: top-dose activity change, negative = inhibition, actives largely listed as inhibitors. 4.4% of 360,000 active. AID 504333; also: % is scaled to controls: 0 for no effect and ±100 for the full control effect; nearly all actives have a fitted effect of over 60% in size
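Inhibition is scored as reduced AlphaScreen emission. The BAZ2B/b-H3(5-23)K14Ac complex (50 nM each) in PBS pH 7.4, 0.01% Tween-20 meets compound (up to 110 uM) for 30 min at RT before bead addition.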
Pol beta inh – DNA polymerase beta (human) inhibition; P06746; Pol beta primer extension/strand displacement, fluorescence kinetic; Potency, µM (series often up to 114 µM), for the others: top-dose activity change, negative = inhibition, hits mostly inhibitors; 1.3% of 340,000 active; also: % is scaled to controls: 0 for no effect and ±100 for the full control effect
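Reaction started by 50 nM substrate onto compound-treated Pol beta (10 nM, 15 min preincubation, room temperature); plates read at 0 min and 10 min. Normalized concentration-effect data fitted by four-parameter Hill equation.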
* hit, by the source's call; [ ] = another dose, or the depositor's remark. Calls follow the shape of the dose curve; as a rule, active = well fitted curve in the direction sought with a large enough effect; inconclusive = small, poorly fitted or top-dose-only effect, or another doubt; inactive = no such curve, though single readings can be large; an effect the other way counts as inactive or inconclusive. Potency is read from the fitted curve at half-maximal effect.

How did O=c1c(-c2ccc(Cl)cc2)[n+]([O-])c2ccccc2n1OCc1ccccn1 do in these assays?
BLM inh: 1%; POLI inh: -1%; POLH inh: -4%; APEX1 inh: 7%; POLK inh: 0%; JMJD2A Tudor inh: -20%; BAZ2B inh: 3%; Pol beta inh: 23%

What do the screens show for `COc1c(Cl)cc(Cl)cc1/C=C(\C#N)c1nc2ccccc2[nH]1`?
BLM inh: 4%; POLI inh: 424%[activator]; POLH inh: -16%; POLK inh: -16%[60.1 µM]; G9a block: -4%[59 µM]; JMJD2A Tudor inh: 0%; BAZ2B inh: -1%; Pol beta inh: 1%

What do the screens show for `O=C(c1ccco1)N1CCN(c2nc3ccc(Cl)cc3s2)CC1`?
BLM inh: 0%; POLI inh: 21%; POLH inh: -7%; POLK inh: -6%[60.1 µM]; G9a block: 1%[59 µM]; JMJD2A Tudor inh: -11%; BAZ2B inh: -28%; Pol beta inh: -10%

How did Cc1ccsc1C(=O)N(Cc1nnc(-c2ccccc2Cl)o1)C1CC1 do in these assays?
POLI inh: 25%; POLH inh: -11%; APEX1 inh: -10%; POLK inh: 5%; G9a block: inconclusive; JMJD2A Tudor inh: -1%; BAZ2B inh: -7%

How did Oc1ccccc1C1CC(c2cccs2)=NC(c2cccc(Br)c2)N1 (configuration not stated) do in these assays?
BLM inh: -5%; POLI inh: 52%[activator]; POLH inh: -21%; APEX1 inh: 0%; POLK inh: -1%; G9a block: inconclusive; JMJD2A Tudor inh: -21%; BAZ2B inh: -31%; Pol beta inh: 36%

How did COc1ccc(N(CC(=O)NCc2ccccc2)S(=O)(=O)c2c(C)noc2C)cc1 do in these assays?
BLM inh: -1%; POLI inh: 10%; POLH inh: -4%; APEX1 inh: -2%; POLK inh: -17%; G9a block: 0%; JMJD2A Tudor inh: -12%; BAZ2B inh: 10%; Pol beta inh: 25%

Results for Cc1ccc(S(=O)(=O)NCCC(=O)OCc2ccc([N+](=O)[O-])cc2)cc1C ?
POLI inh: 8%; POLH inh: -10%; APEX1 inh: -17%; POLK inh: -10%; G9a block: -50%; JMJD2A Tudor inh: -29%; BAZ2B inh: -8%

Results for COc1ccc(-c2noc(CCC(=O)NCC3CCCO3)n2)cc1 (configuration not stated) ?
BLM inh: 0%; POLI inh: 169%[activator]; POLH inh: -9%; APEX1 inh: 2%; POLK inh: 2%; JMJD2A Tudor inh: 2%; BAZ2B inh: 4%; Pol beta inh: 18%

Results for CC(=O)OCC[n+]1c(C)n(-c2ccccc2)c2ccc(Cl)cc21 ?
BLM inh: 3%; POLI inh: -14%; POLH inh: -5%; APEX1 inh: -7%; POLK inh: -7%; G9a block: 50µM*; JMJD2A Tudor inh: inconclusive; BAZ2B inh: 1%; Pol beta inh: inconclusive

Results for CCCCN1CC(=O)N2[C@H]3c4ccc(OC)cc4OC[C@@H]3[C@H](c3ccccc3)[C@]2(C)C1=O ?
POLI inh: 20%; POLH inh: -1%; APEX1 inh: 10%; POLK inh: -2%; G9a block: 7%[0.501 µM]; JMJD2A Tudor inh: -26%; BAZ2B inh: inconclusive

Results for Cn1c(SCc2cccc(Cl)c2)nc(C(F)(F)F)cc1=O ?
BLM inh: -4%; POLI inh: 18%; POLH inh: -24%; APEX1 inh: 15%; POLK inh: -9%; G9a block: -3%; JMJD2A Tudor inh: 34%; BAZ2B inh: 18%; Pol beta inh: 10%

Results for NC(=S)NNc1cccc2cccnc12 ?
BLM inh: -24%; POLI inh: 11µM*; POLH inh: 2%; APEX1 inh: 7%; POLK inh: -16%; G9a block: 18µM*; JMJD2A Tudor inh: 10µM*; BAZ2B inh: 25µM*; Pol beta inh: -11%

Results for Cc1cc(C)cc(NC(=O)CSc2nnc(-c3cc(C)[nH]n3)n2N)c1 ?
BLM inh: -2%; POLI inh: 1%; POLH inh: 11%; APEX1 inh: -10%; POLK inh: -10%; G9a block: 8%[0.0925 µM]; JMJD2A Tudor inh: -2%; BAZ2B inh: -4%; Pol beta inh: 30%

What do the screens show for `Cc1cccc(C)c1NC(=O)Nc1ccccc1-n1ccnc1`?
BLM inh: -3%; POLI inh: 32%; POLH inh: -6%; APEX1 inh: inconclusive; POLK inh: -4%; JMJD2A Tudor inh: -17%; BAZ2B inh: -3%; Pol beta inh: 24%

How did O=C(c1ccco1)N1CCN(Cc2cc(=O)c(OCc3ccccc3Cl)co2)CC1 do in these assays?
POLI inh: 13%; POLH inh: -3%; APEX1 inh: 19%; POLK inh: 2%; G9a block: -23%; JMJD2A Tudor inh: -13%; BAZ2B inh: 11%

The last 2 records of the part above open the next one.
What do the screens show for `Cc1cccc(C)c1NC(=O)Nc1ccccc1-n1ccnc1`?
BLM inh: -3%; POLI inh: 32%; POLH inh: -6%; APEX1 inh: inconclusive; POLK inh: -4%; JMJD2A Tudor inh: -17%; BAZ2B inh: -3%; Pol beta inh: 24%

How did O=C(c1ccco1)N1CCN(Cc2cc(=O)c(OCc3ccccc3Cl)co2)CC1 do in these assays?
POLI inh: 13%; POLH inh: -3%; APEX1 inh: 19%; POLK inh: 2%; G9a block: -23%; JMJD2A Tudor inh: -13%; BAZ2B inh: 11%

How did Cc1ccc(C2=NN(C3=NN=C(N)Cc4ncnn43)C(O)(C(F)(F)F)C2)cc1 (configuration not stated) do in these assays?
BLM inh: -1%; POLI inh: 51%[activator]; POLH inh: -19%; APEX1 inh: 4%; POLK inh: 1%; G9a block: 42%; JMJD2A Tudor inh: -2%; BAZ2B inh: 9%; Pol beta inh: 26%

Results for COC(=O)c1ccc(C)c(NS(=O)(=O)c2ccc(C)c([N+](=O)[O-])c2)c1 ?
BLM inh: -7%; POLI inh: 3%; POLH inh: -15%; APEX1 inh: 6%; POLK inh: -6%; G9a block: -33%; JMJD2A Tudor inh: -8%[11.4 µM]; BAZ2B inh: -37%; Pol beta inh: 17%

Results for Nc1nc(NCc2ccco2)nc(N2CCCCC2)c1[N+](=O)[O-] ?
BLM inh: -8%; POLI inh: 50%[activator]; POLH inh: -17%; APEX1 inh: 2%; POLK inh: -9%; G9a block: -24%[59 µM]; JMJD2A Tudor inh: inconclusive; BAZ2B inh: inconclusive; Pol beta inh: 8%

Results for COc1ccc(S(=O)(=O)N2CCCCC2)cc1NC(=O)CCc1nc2ccccc2c(=O)[nH]1 ?
POLI inh: -10%; POLH inh: -11%; APEX1 inh: 19%; POLK inh: 2%; G9a block: inconclusive; JMJD2A Tudor inh: -12%; BAZ2B inh: -20%

Results for Cc1cccc(NC(=O)c2ccc([N+](=O)[O-])o2)n1 ?
BLM inh: -2%; POLI inh: inconclusive; POLH inh: 8%; APEX1 inh: 9%; POLK inh: -5%; G9a block: inconclusive; JMJD2A Tudor inh: -6%; BAZ2B inh: 4%; Pol beta inh: 20%

What do the screens show for `COc1ccc(-c2cc3nc4c(c(=O)n3[nH]2)CCC4)cc1`?
BLM inh: -4%; POLI inh: inconclusive; POLH inh: inconclusive; APEX1 inh: -3%; POLK inh: -10%; G9a block: -5%[59 µM]; JMJD2A Tudor inh: -6%[57.1 µM]; BAZ2B inh: 2%; Pol beta inh: inconclusive

What do the screens show for `Cc1ccc(COC(=O)c2cccc(S(=O)(=O)N3CCCCC3)c2)cc1`?
POLI inh: -2%; POLH inh: -6%; APEX1 inh: -23%; POLK inh: -22%; G9a block: 95%[activator]; JMJD2A Tudor inh: 41%[activator]; BAZ2B inh: 34%[activator]

Results for CCOC(=O)c1c(C)nc(-c2ccccc2)nc1NC(=O)CC ?
BLM inh: 0%; POLI inh: 2%; POLH inh: -5%; APEX1 inh: 1%; POLK inh: -17%; G9a block: -1%; JMJD2A Tudor inh: 5%; BAZ2B inh: 2%; Pol beta inh: 19%

What do the screens show for `C(/C=C/C=C/Nc1ccccc1)=Nc1ccccc1`?
BLM inh: 3%; POLI inh: 17%; POLH inh: 0%; APEX1 inh: 4%; POLK inh: -12%; G9a block: -1%[12.7 µM]; JMJD2A Tudor inh: -16%; BAZ2B inh: 1%; Pol beta inh: 0%

Results for CN(Cc1cccc(F)c1)C(=O)c1ccccc1Sc1ccccc1C#N ?
BLM inh: -11%; POLI inh: 51%[activator]; POLH inh: -8%; APEX1 inh: -19%; POLK inh: -33%; G9a block: -15%[12.7 µM]; JMJD2A Tudor inh: 7%; BAZ2B inh: 2%; Pol beta inh: 1%

Results for CC1(C)CC(=O)C2=C(C1)OC(N)=C(C#N)C2c1ccccc1 (configuration not stated) ?
BLM inh: -3%; POLI inh: 7%; POLH inh: -14%; APEX1 inh: 3%; POLK inh: -2%; G9a block: -6%[59 µM]; JMJD2A Tudor inh: -16%; Pol beta inh: -1%

What do the screens show for `c1ccc(OCCCn2nnc(-c3ccncc3)n2)cc1`?
BLM inh: 2%; POLI inh: -23%; POLH inh: -8%; APEX1 inh: 14%; POLK inh: -5%[60.1 µM]; G9a block: 8%[59 µM]; JMJD2A Tudor inh: -7%; BAZ2B inh: 3%; Pol beta inh: 16%

What do the screens show for `CCn1c(N2CCN(S(=O)(=O)c3ccc(Cl)cc3)CC2)nc2ccccc21`?
BLM inh: -9%; POLI inh: 37%[activator]; POLH inh: -29%; APEX1 inh: -9%; POLK inh: -14%; G9a block: 5%; JMJD2A Tudor inh: -20%; BAZ2B inh: inconclusive; Pol beta inh: 12%

What do the screens show for `Cc1c(C)n2c(SCC(=O)N3CCN(c4ccccc4)CC3)nnc2[nH]c1=O`?
POLI inh: 23%; POLH inh: -20%; APEX1 inh: 11%; POLK inh: -5%; G9a block: 5%[59 µM]; JMJD2A Tudor inh: -1%; BAZ2B inh: -4%

What do the screens show for `O=C(Nc1cc2c(cc1C(=O)c1ccccc1Cl)OCCO2)c1ccc(Br)cc1`?
BLM inh: -6%; POLI inh: -9%; POLH inh: -8%; POLK inh: -5%; G9a block: -6%[59 µM]; JMJD2A Tudor inh: -27%; BAZ2B inh: -12%; Pol beta inh: 21%

What do the screens show for `CCOc1cc(/C=N/O)ccc1OCc1ccc(F)cc1`?
BLM inh: -7%; POLI inh: 5%; POLH inh: -23%; APEX1 inh: -6%; POLK inh: -12%; G9a block: -5%[59 µM]; JMJD2A Tudor inh: 28µM*; BAZ2B inh: 3%; Pol beta inh: 4%

Not all compounds are listed. The share of hits here may be higher or lower than overall.
